SNCA expr inhib: Primary qHTS assay for inhibitors of alpha-synuclein gene (SNCA) expression; HEK-293 SNCA-luciferase knock-in, luminescence, 24 h; Potency, µM (highest dose often 57.2 µM), for the others: at the top dose activity change, negative = inhibition, actives largely listed as inhibitors; actives 0.17% (n = 140,000); AID 1671194, 2021;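 further: potency means the concentration at half of the fitted maximal effect; plate controls were DMSO cells for no effect and cell-free wells for full effect; nearly all actives have a fitted effect of over 45% in size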
HEK cytotox: Cytotoxic Profiling in HEK 293 Cell Line of Diverse Libraries Using Quantitative High-Throughput Screening; AID 1345083, 2018; Potency, µM (highest dose often 115 µM), inactives show top-dose activity change, negative = cytotoxicity, actives largely listed as inhibitors; HEK 293 viability, ATP luminescence (CellTiter-Glo), 48-72 h; actives 6.6% (n = 94,000); further: potency means the concentration at half of the fitted maximal effect; nearly all actives have a fitted effect of over 60% in size
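HEK 293 seeded at 250 cells/well receive compound via pintool. After 48 or 72 hr at 37 degree Celsius, 5% CO2 and 95% humidity, CellTiter-Glo is dispensed and luminescence read following 10 min at room temperature.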
GPT2 inh: Primary qHTS assay for inhibitors of Glutamate pyruvate transaminase 2 (GPT2); Alanine aminotransferase 2 (Homo sapiens), Q8TD30; Recombinant GPT2, coupled pyruvate oxidase/HRP Amplex Red fluorescence; Potency, µM (doses to about 57.7 µM), without a hit: at the highest dose activity change, negative = inhibition, hits mostly inhibitors; actives 0.25% (n = 100,000); AID 1671188, 2021; further: potency means the concentration at half of the fitted maximal effect; nearly all actives have a fitted effect of over 60% in size; many of its hits are not listed in these tables
Target sequence (Q8TD30 whole entry, looked up): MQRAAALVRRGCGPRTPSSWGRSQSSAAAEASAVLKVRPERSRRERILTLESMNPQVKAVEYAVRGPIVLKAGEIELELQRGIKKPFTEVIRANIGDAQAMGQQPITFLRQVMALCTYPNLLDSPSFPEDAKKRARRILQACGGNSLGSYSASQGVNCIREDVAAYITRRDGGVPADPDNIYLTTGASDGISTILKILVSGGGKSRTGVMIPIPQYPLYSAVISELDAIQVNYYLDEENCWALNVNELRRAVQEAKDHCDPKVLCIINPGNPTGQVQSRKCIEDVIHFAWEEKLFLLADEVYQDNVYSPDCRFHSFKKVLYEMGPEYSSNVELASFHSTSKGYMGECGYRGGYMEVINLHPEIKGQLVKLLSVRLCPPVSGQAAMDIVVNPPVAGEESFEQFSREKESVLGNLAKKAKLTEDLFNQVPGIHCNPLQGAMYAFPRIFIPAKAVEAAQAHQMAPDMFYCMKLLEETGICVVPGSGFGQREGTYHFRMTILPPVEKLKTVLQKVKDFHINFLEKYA
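Fluorescence read-out: pyruvate from GPT2 turnover coupled to pyruvate oxidase, HRP and Amplex Red (0.2mM ThPP, 0.2U/mL PO and HRP, 50uM Amplex final). Substrates 250uM a-KG, 2mM L-alanine; enzyme 10ng/uL; 30 min RT.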
IP6K1 inhibitor: Primary qHTS assay for small molecule inhibitors of Inositol hexaphosphate kinase 1 (IP6K1) | AID 1645851, 2021 | Inositol hexakisphosphate kinase 1 (Homo sapiens), Q92551 | actives 0.81% (n = 140,000) | activity change, % (series mostly up to about 58 µM) | IP6K1 kinase, ADP-Glo luminescence, 2 h; stronger effect = lower value; in the data active means activity change below about -25%
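ADP-Glo luminescence measures ADP made by human IP6K1 during a 2 h RT reaction with ATP/IP6 (mix at 1.3 mM/130 uM); top library doses 57.5 and 19.1 uM final.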
3T3 cytotox: Cytotoxic Profiling in NIH 3T3 Cell Line of Diverse Libraries Using Quantitative High-Throughput Screening; NIH 3T3 viability, CellTiter-Glo ATP luminescence, 48-72 h; Potency, µM (series often up to 96.7 µM), without a hit: top-dose activity change, negative = cytotoxicity, actives largely listed as inhibitors; actives 4.3% (n = 94,000); further: potency means the concentration at half of the fitted maximal effect; nearly all actives have a fitted effect of over 55% in size
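ATP-dependent luminescence (CellTiter-Glo) served as the viability signal for NIH 3T3 cells treated with compound for 48 or 72 hr at 37 °C.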
HEK293 viab: GF-AFC viability counterscreen for inhibitors of alpha-synuclein gene (SNCA) expression; HEK-293-SNCA-luc viability, GF-AFC fluorescence, 24 h; Potency, µM (highest dose often 57.1 µM), for the others: top-dose activity change, negative = cytotoxicity, most hits filed as cytotoxic; actives 0.12% (n = 150,000); AID 1671193, 2021;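 further: potency means the concentration at half of the fitted maximal effect; 0% = DMSO-treated cells and -100% = medium-only wells without cells; nearly all actives have a fitted effect of over 30% in size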
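Cytotoxicity counterscreen: after 24 h compound treatment of genome-edited SNCA-luciferase HEK-293 cells, live-cell protease substrate GF-AFC read by fluorescence after 30 min; activity scaled between DMSO (0%) and medium-only (-100%), curves Hill-fitted.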
Luciferase inh: Firefly luciferase inhibition profiling of diverse chemical library using quantitative high-throughput screening. Luciferin 4-monooxygenase (Photinus pyralis), P08659. purified P. pyralis luciferase, luminescence, biochemical. Potency, µM (top dose mostly 115 µM), for the others: at the highest dose activity change, negative = inhibition, usual class: inhibitors. actives 2.5% (n = 76,000). AID 1347043, 2019; further: potency means the concentration at half of the fitted maximal effect; nearly all actives have a fitted effect of over 65% in size
Target sequence (P08659 whole entry, looked up): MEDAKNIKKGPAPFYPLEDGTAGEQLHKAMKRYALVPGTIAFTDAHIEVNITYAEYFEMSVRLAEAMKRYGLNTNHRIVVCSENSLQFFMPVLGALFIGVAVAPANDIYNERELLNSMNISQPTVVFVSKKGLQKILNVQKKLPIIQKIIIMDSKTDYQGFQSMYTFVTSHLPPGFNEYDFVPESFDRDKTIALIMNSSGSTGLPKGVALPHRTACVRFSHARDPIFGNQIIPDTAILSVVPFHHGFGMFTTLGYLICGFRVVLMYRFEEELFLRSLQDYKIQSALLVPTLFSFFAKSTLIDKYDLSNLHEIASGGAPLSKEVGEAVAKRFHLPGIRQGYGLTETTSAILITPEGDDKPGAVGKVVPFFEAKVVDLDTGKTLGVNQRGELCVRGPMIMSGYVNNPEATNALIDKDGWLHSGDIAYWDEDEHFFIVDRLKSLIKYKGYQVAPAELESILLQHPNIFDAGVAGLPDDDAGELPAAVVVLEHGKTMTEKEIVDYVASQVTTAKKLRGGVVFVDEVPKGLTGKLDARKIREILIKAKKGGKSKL
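Inhibitors were tested against purified firefly luciferase in a biochemical, low-substrate format (both substrates at 10uM) and luminescence measured with a CCD imager.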
* marks the source's active call; other numbers are inactive results; i = inactive; ? = inconclusive; . = not tested or not shown; & = joins results of further samples; [ ] = dose if it differs, or a comment. Unless noted, the call rests on the fitted dose curve; in most records, active means well fitted curve in the direction sought with a large enough effect; inconclusive means small, poorly fitted or top-dose-only effect, or another doubt; inactive means no such curve, though single readings can be large; an effect the other way counts as inactive or inconclusive. Unless noted, on the % scale 0 is the no-effect control and ±100 the full control effect. The list is partial, so the mix of outcomes need not match the whole.

SMILES	SNCA expr inhib	HEK cytotox	GPT2 inh	IP6K1 inhibitor	3T3 cytotox	HEK293 viab	Luciferase inh
CC[C@H]1CN2CC[C@H]1C[C@@H]2CNC(=O)c1cccc(F)c1	6.1%[87.6 µM]	?	-2.2%[88.5 µM]	1.3	-23.4%[230 µM]	-1.4%[87.6 µM]	14.6%[230 µM]
Cc1nc(-c2ccc(-c3ccc(C(=O)N4CCc5cc6c(cc54)C4(CCN(C)CC4)CO6)cc3)c(C)c2)no1	-13.6%	.	-6.8%	.	.	-7.2%	.
COCCOCCO	-46.7%	.	?	19.3	.	-19.1%	.
Cc1cccn2c(CC(=O)N3CCN(C)[C@@H]4CS(=O)(=O)C[C@@H]43)cnc12	29.7%	?	?	9.0	i	0.3%	?
Nc1cccc(-c2cn(C[C@H]3CC4CCN3C[C@@H]4C(=O)NC3CC3)nn2)c1 (some centres not stated)	16.3%[87.6 µM]	-5.0%[172 µM]	1.3%[88.5 µM]	10.3	i	-1.8%[87.6 µM]	1.6%[172 µM]
CCOC(=O)[C@H]1CN(C(=O)OCC)[C@]2(C)C(=O)Nc3ccccc3[C@H]12	.	-22.5%	.	0.5	?	.	.
CN(Cc1ccccc1)C[C@H]1CN2CC[C@H]1C[C@@H]2CNC(=O)Nc1ccccc1	5.5%[87.6 µM]	100µM*	-6.3%[88.5 µM]	-5.0	100µM*	-8.4%[87.6 µM]	-0.8%[172 µM]
COC1CCN(CC2CCCCCN2C(=O)Cc2cccc(F)c2)CC1 (configuration not stated)	-4.7%	-31.4%	i	5.2	-18.7%	-10.8%	.
CCCN(CCC)c1c([N+](=O)[O-])cc(S(N)(=O)=O)cc1[N+](=O)[O-]	-24.1%	.	?	-8.6	.	-6.9%	.
COc1ccc(-n2c(/C=C\c3ccccc3F)nc3ccccc3c2=O)cc1OC	-4.8%	.	.	-1.2	.	2.2%	.
Cc1nc(-c2cccs2)cc([C@H]2CN3CC[C@H]2C[C@@H]3CNS(=O)(=O)c2ccccc2)n1	?	28.2µM*	-26.5%	-0.2	20µM*	-5.9%	-1.3%
CC(C)=CCN1CC[C@@]2(C)c3cc(O)ccc3C[C@@H]1[C@@H]2C	37.1%	.	i	-7.8	.	50.2%	.
CC[C@@H]1[C@@H](C)O[C@@](O)([C@@H](C)[C@H](O)[C@H](C)[C@H]2OC(=O)C=CC=C[C@@H](C)[C@@H]([C@@H](C)[C@@H](O)[C@H](C)[C@@]3(O)C[C@H](O[C@H]4C[C@H](O)[C@H](O)[C@H](C)O4)[C@H](CC)[C@@H](C)O3)OC(=O)C=CC=C[C@@H]2C)C[C@H]1O[C@H]1C[C@H](O)[C@H](O)[C@H](C)O1	?	.	-33.9%	.	.	?	.
Cn1cc(/C=C/c2nc3ccccc3c(=O)n2-c2ccccc2)c2ccccc21	35.7%[activator]	.	.	-14.9	.	0.7%	.
COC[C@H]1OC(=O)c2coc3c2[C@@]1(C)C1=C(C3=O)C2CCC(=O)[C@@]2(C)C[C@H]1OC(C)=O (some centres not stated)	-19.5%&23.3%	.	i	-24.0	.	-4.1%&-36.0%&-7.5%	.
COc1cc2c(cc1OCc1ccccc1)N(C(=O)c1ccncc1)CC21CCN(C)CC1	-21.6%	?	4.0%	-0.1	-25.9%	-0.3%	2.8%
Cc1ccc(Cn2cccc(C(=O)Nc3nnc(C)s3)c2=O)cc1	25.7%	.	.	21.2	.	2.7%	.
Cc1cccc(C)c1NC(=O)CN1CCCC1=O	0.8%	.	-4.1%&-1.9%&-9.1%	-7.0	.	0.4%	.
CC[C@@H](C(N)=O)N1CCCC1=O	-10.1%	.	i	.	.	4.6%	.
Cn1nc(C2CCCC2)cc1[C@H]1CN2CC[C@H]1C[C@@H]2CNC(=O)c1ccc2c(c1)OCO2	-0.8%	?	i	-9.9	?	1.8%	-10.9%
CCCCCC[C@H]1C(=O)O[C@H](C)[C@H](NC(=O)c2cccc(NC=O)c2O)C(=O)O[C@@H](C)[C@@H]1OC(=O)CC(C)C	-42.4%	.	i	.	.	-20.5%	.
O=C1Nc2ccccc2CC12CCN2Cc1ccncc1 (configuration not stated)	-22.8%[87.6 µM]	i	i	3.3	-12.0%[138 µM]	-0.6%[87.6 µM]	2.0%[172 µM]
O=C(C1CCCCC1)N1C[C@@H]2C[C@H](C1)c1c(-c3cccs3)ccc(=O)n1C2	5.7%[87.6 µM]	?	-19.0%[88.5 µM]	9.8	-14.8%[174 µM]	-14.0%[87.6 µM]	-2.0%[172 µM]
COCC1CN(C)CC12CCN(Cc1cccc(OC)n1)CC2 (configuration not stated)	-21.4%	-26.3%	i	-1.1	-26.4%	-11.6%	4.3%
CC(C)[C@H](NC(=O)c1nn(Cc2ccc(F)cc2)c2ccccc12)C(N)=O	.	.	i	-0.8	.	-24.3%	.
SMILES	SNCA expr inhib	HEK cytotox	GPT2 inh	IP6K1 inhibitor	3T3 cytotox	HEK293 viab	Luciferase inh
C[C@@]1(CO)[C@H](O)CC[C@@]2(C)[C@H]1CC[C@H]1C[C@@H]3C[C@@]12CC[C@]3(O)CO	.	.	3.9%[27.3 µM]	3.2	.	-23.1%	.
c1ccc2sc(C3(N4CCCCC4)CCCCC3)cc2c1	6.9%	.	i	.	.	0.2%	.
COc1ccc(OC)c(C(c2c(O)c3ccccc3oc2=O)c2c(C)n(C)n(-c3ccccc3)c2=O)c1 (configuration not stated)	3.6%	.	.	-11.5	.	19.7%	.
CC(=O)Nc1ccc(S(=O)(=O)NC[C@H]2C[C@@H]3CCN2C[C@@H]3c2cc(C3CCCC3)nn2C)cc1	-0.5%	?	-8.3%	6.3	-11.9%	-2.9%	-1.0%
CC(C)(C)[C@]1(O)C[C@@H]2OC(=O)C[C@@]23C(=O)O[C@@H]2OC(=O)[C@H](O)C213 (some centres not stated)	-16.5%	.	i	.	.	7.6%	.
COc1ccccc1N1CCN(C[C@H]2CN3CC[C@H]2C[C@@H]3CNC(=O)Nc2ccsc2)CC1	3.4%	-11.7%	-1.3%	5.9	?	3.5%	-1.7%
Cc1ccccc1C1=CCN(C)CC1	.	.	i	3.0	.	22.0%	.
Oc1ccccc1-c1ccccc1	-6.3%[25.6 µM]	.	-4.2%	-8.5	.	9.3%[23.9 µM]	.
CN(C)C(=O)N1CCC2(CC1)NCc1ccccc1-n1ccnc12	-20.8%	-4.8%	2.7%	16.7	2.5%	4.7%	-1.1%
Cc1ccc(C(=O)N2CCC3(CC2)c2nccn2-c2ccccc2CN3C)s1	33.2%[activator]	-26.9%	-9.8%	34.0	-7.2%	2.2%	2.8%
C=C[C@H]1CN2CC[C@H]1C[C@@H]2CNC(=O)c1ccco1	-6.7%[87.6 µM]	-0.7%[230 µM]	1.1%[88.5 µM]	-0.8	-19.3%[230 µM]	3.3%[87.6 µM]	2.6%[230 µM]
CCC(=O)N1CCC2(CC1)c1nccn1-c1ccccc1CN2CC(C)C	9.8%	?	i	12.4	-8.2%	-18.4%	-5.5%
O=C1Nc2ccccc2CNC12CCN(Cc1ccccn1)CC2	-7.0%	i	-5.8%	-1.7	2.7%	4.1%	.
Cc1nc(-c2ccccc2)cc([C@H]2CN3CC[C@H]2C[C@@H]3CNC(=O)c2cccs2)n1	-18.4%[87.6 µM]	70.8µM*	-1.3%[88.5 µM]	-6.4	?	?	-16.4%[172 µM]
N#Cc1cc2c(nc1SCC(=O)Nc1cccc(F)c1)C1CCN2CC1	142.6%[activator]	.	.	19.2	.	9.7%	.
COc1ccc(-c2cn(C[C@H]3CC4CCN3C[C@@H]4C(=O)NCc3ccc4c(c3)OCO4)nn2)cc1 (some centres not stated)	-24.9%	?	i	11.1	?	-2.2%	9.2%
Cc1ccc(Cl)cc1NC(=O)N(Cc1ccc2c(c1)OCO2)C1CCN(Cc2ccccc2)CC1	?	.	.	-2.4	.	-9.9%	.
O=S(=O)(F)Cc1ccccc1	5.9%	.	i	.	.	0.5%	.
Cn1cc(C(=O)N2CC[C@@](C)(O)[C@@H](O)C2)c2ccccc21	?	i	3.3%	5.0	3.8%	-4.4%	-3.1%
O=C(NC[C@H]1C[C@@H]2CCN1C[C@@H]2CN1C[C@@H]2C[C@H](C1)c1cccc(=O)n1C2)Nc1ccccc1	-25.8%	i	2.5%	6.8	4.5%	0.5%	-3.8%
COc1ccccc1-c1cc([C@H]2CN3CC[C@H]2C[C@@H]3COC(=O)Nc2ccc(C(C)(C)C)cc2)n(C)n1	-3.9%	25.1µM*	-1.8%	-6.5	22.4µM*	-13.1%	-9.8%
CN1c2cccnc2CNCC[C@H]1CO	?	-24.6%[287 µM]	i	-7.3	-1.2%[279 µM]	2.0%[87.6 µM]	11.8%[299 µM]
O=C1NC2(CCCN(Cc3ccccn3)C2)COc2ccccc21 (configuration not stated)	?	?	i	20.0	-84.7%[138 µM]	?	2.8%[172 µM]
O=[S+]1([O-])NC2(CCN(Cc3ccccn3)C2)COc2ccncc21 (configuration not stated)	-9.4%	i	-14.4%	9.0	1.9%	3.8%	.
CN1CCC(N2C[C@@H]3C[C@H](C2)c2c(NC(=O)NC4CCCCC4)ccc(=O)n2C3)CC1	-2.1%[87.6 µM]	?	0.8%[88.5 µM]	-2.4	?	-2.9%[87.6 µM]	-21.9%[172 µM]
CC(C)CCN1CCCC2(CC(c3ccccn3)=NO2)C1 (configuration not stated)	-13.4%[87.6 µM]	-11.8%[172 µM]	i	0.7	-11.0%[138 µM]	0.7%[87.6 µM]	.
CCOC(=O)[C@H]1CN(C(=O)Cc2ccccc2)[C@]2(C)C(=O)N(CCOC(C)=O)c3ccccc3[C@H]12	-14.7%[25.6 µM]	?	i	1.0	-21.9%[46.1 µM]	-4.1%[23.9 µM]	.
COc1cc(C[C@@H](C)N)c(OC)cc1C	-26.6%	.	i	-14.4	.	47.3%	.
Fc1cc(Br)ccc1CBr	-50.9%[25.6 µM]	.	i	-6.4	.	21.9%[23.9 µM]	.

Rewritten with values under each structure: part of the list above
Value order: SNCA expr inhib, HEK cytotox, GPT2 inh, IP6K1 inhibitor, 3T3 cytotox, HEK293 viab, Luciferase inh
O=C1Nc2ccccc2CC12CCN2Cc1ccncc1 (configuration not stated)
 : -22.8%[87.6 µM], i, i, 3.3, -12.0%[138 µM], -0.6%[87.6 µM], 2.0%[172 µM]
COc1ccc(OC)c(C(c2c(O)c3ccccc3oc2=O)c2c(C)n(C)n(-c3ccccc3)c2=O)c1 (configuration not stated)
 : 3.6%, ., ., -11.5, ., 19.7%, .
